# mHTT CaM bind: inhibitors of human mutant huntingtin-calmodulin interaction | P42858 | hit rate 3.6% among 190,000 | inhibition, % at 15 µM | AlphaScreen His-mHTT/GST-CaM binding, luminescence;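 note: 0% = both proteins with DMSO and 100% = one protein alone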
# Pf apPOL block: Pf-apPOL DNA polymerase inhibition. Recombinant Pf-apPOL, molecular beacon fluorescence, 1.5 h. inhibition, % at 10 µM. hit rate 0.25% among 210,000. AID 1794808
# * marks the source's active call; other numbers are inactive results; · = no result given; & = joins results of further samples. Cut-off read from the data, not from the text of the source: active = inhibition above about 50%; inactive = the rest.
# Under each structure: mHTT CaM bind	Pf apPOL block
CC(C)(C)c1ccc(S(=O)(=O)N2CCC(CN3CCCCC3)CC2)cc1
→ 2	-2
COc1cc(NC(=O)Nc2cccc(Cl)c2)c(OC)cc1Cl
→ 10	-7
Cc1cccc(C)c1NC(=O)C(Cc1ccccc1)N1C(=O)c2cccc([N+](=O)[O-])c2C1=O (stereo not given)
→ 4&4	-5&-5
N=C1NC(=O)/C(=C/c2cc(Br)ccc2OCc2ccccc2)S1
→ 37	-2
CCCOc1ccc(C(=O)Nc2ccc(F)cc2F)cc1
→ -1	-10
O=C(c1ccc(Cl)cc1)N1N=C(c2cccc([N+](=O)[O-])c2)CC1(O)C(F)(F)F (stereo not given)
→ 42	-2
Cc1ccc(-c2nc3cccnc3n2CC(N)=O)cc1
→ 0	-7
Cc1ccc(Cn2cc(CN(C)C3CN(Cc4cn(Cc5ccc(C)cc5)nn4)S(=O)(=O)C3)nn2)cc1 (stereo not given)
→ 28	-3
CCOC(=O)c1ccccc1NC(=O)CN1CCC(c2nnc(-c3ccco3)o2)CC1
→ -5	-10
Cc1cccc(CNC(=O)C2CCCN(c3cc(=O)n(C)c(=O)n3C)C2)c1 (stereo not given)
→ 7	-2

# Record cards (already shown):
# `Cc1ccc(-c2nc3cccnc3n2CC(N)=O)cc1` is entered as mHTT CaM bind: 0; Pf apPOL block: -7
# `N=C1NC(=O)/C(=C/c2cc(Br)ccc2OCc2ccccc2)S1` is entered as mHTT CaM bind: 37; Pf apPOL block: -2
# `COc1cc(NC(=O)Nc2cccc(Cl)c2)c(OC)cc1Cl` is entered as mHTT CaM bind: 10; Pf apPOL block: -7

# The main list resumes, starting 2 compounds before the break.
# Under each structure: mHTT CaM bind	Pf apPOL block
CCOC(=O)c1ccccc1NC(=O)CN1CCC(c2nnc(-c3ccco3)o2)CC1
→ -5	-10
Cc1cccc(CNC(=O)C2CCCN(c3cc(=O)n(C)c(=O)n3C)C2)c1 (stereo not given)
→ 7	-2
COc1ccccc1C(=O)Nc1cc2nn(-c3ccc(C)cc3)nc2cc1C
→ -6	-7
O=C(Nc1ccc(F)c(F)c1)c1ccc2c(c1)OCO2
→ -1	1
CCc1nc(N2CCC(C)CC2)c2cnn(-c3ccc(OC)cc3)c2n1
→ -27	-4
Nc1nc(C(F)(F)F)nn1C(=O)CCCCCN1C(=O)c2ccccc2C1=O
→ 2	-3
Cc1sc2ncnc(Oc3ccc4c(c3)OCO4)c2c1C
→ 2	-4
N#Cc1c(NC(=O)/C=C/C(=O)O)sc2c1CCC2
→ -1	·
CCCCc1c(C)c(C#N)c2nc3ccccc3n2c1NCCN1CCOCC1
→ -8	2
CC(C)(Oc1ccc(Cl)cc1)c1nc(-c2cccnc2)no1
→ -18	-3
CC(=O)N1CCSC1C(=O)NN(C(=O)c1cc2ccccc2s1)C(=O)c1cc2ccccc2s1 (stereo not given)
→ ·	1
O=C(C1CC1c1ccccc1)N1CCN(C(=O)C2(c3cccs3)CCCC2)CC1 (stereo not given)
→ -3	-5

# Remaining list, next part
# Under each structure: mHTT CaM bind	Pf apPOL block
O=C1C2C(c3ccccc3)C=CC(c3ccccc3)C2C(=O)N1c1ccccn1 (stereo not given)
→ 18	4
CCc1ccc(O)c(N=Cc2cc([N+](=O)[O-])cc([N+](=O)[O-])c2O)c1
→ 14	-3
COc1ccc(CCNC(CC(=O)Nc2ccc(F)cc2F)C(=O)O)cc1OC (stereo not given)
→ -9	-3
COc1ccc(C2CC(C(F)(F)F)n3ncc(C(=O)Nc4cc(C)ccc4O)c3N2)cc1 (stereo not given)
→ 11	5
COc1cccc(C(=O)N2CCCC3(C2)NC(=O)N(Cc2ccc(C)cc2)C3=O)c1 (stereo not given)
→ 7	-3
COc1cc(/C=C2\Cc3ccccc3C2=O)ccc1OC(C)C
→ -8	-1
O=S(=O)(c1ccc(Br)cc1)N1CCN(c2ccccc2F)CC1
→ -12	-8
CN1CCN(C(=O)CN2C(=O)S/C(=C\c3ccc(Br)cc3)C2=O)CC1
→ 0	-2
CC1(C(=O)NCc2ccccc2F)Oc2cccnc2NC1=O (stereo not given)
→ -8	-2
Fc1cccc(C2CCCN2)c1 (stereo not given)
→ -7	·

# Further records follow.
# Under each structure: mHTT CaM bind	Pf apPOL block
CSc1oc(-c2ccc(F)cc2)nc1S(=O)(=O)c1ccc(C)cc1
→ -4	-4
Cc1ccc(S(=O)(=O)Nc2ccc(C)cc2NS(=O)(=O)c2ccc(F)cc2)cc1
→ ·	28
Cc1cccc(C(=O)Nc2ccc3c(c2)Sc2ncccc2C(=O)N3C)c1
→ 65*	-3
COc1ccccc1CC(=O)N1CCN(c2ccccn2)CC1
→ -1	-5
COc1ccc([N+](=O)[O-])cc1NC(=O)c1sc2nc(C)nc(N3CCCCC3C)c2c1C (stereo not given)
→ 13	3
COc1ccc(CCNC(=O)C(=O)NCc2cccs2)cc1OC
→ -3	-3
COc1ccccc1-c1nc(C2CCN(C(=O)c3ccc(C)c(C)c3)CC2)no1
→ 8	-2
CCc1noc(-c2ccc(=O)n(CC(=O)Nc3cccc(SC)c3)c2)n1
→ 0	-1
O=C(NCCc1ccc(Cl)cc1)C1CCCN(S(=O)(=O)N2CCCC2)C1 (stereo not given)
→ -1	-22
NS(=O)(=O)c1ccc(CNC(=O)c2cc(-c3ccc4c(c3)OCO4)nc3ccccc23)cc1
→ 16	-6

# (listing goes on)
# Under each structure: mHTT CaM bind	Pf apPOL block
COc1cccc(CCC(=O)N2CCc3c(nc(-c4ccc(F)cc4)[nH]c3=O)C2)c1
→ 3	-8
O=C(NCCc1csc(-c2ccccc2)n1)C1CCCN1C(=O)c1cccc(Cl)c1 (stereo not given)
→ 14	-6
N=c1n(CCN2CCOCC2)c2ccccc2n1CC(O)c1ccc(Cl)c(Cl)c1 (stereo not given)
→ 4	2
CN1CCC(N(C)C/C=C/c2ccccc2[N+](=O)[O-])CC1
→ -2	1
COc1ccc(CNC(=O)c2cnn3c4c(cnc23)CCCC4)cc1
→ 14	1
O=C(NCc1ccccn1)C1CCCN(c2nnc3ccccn23)C1 (stereo not given)
→ 27	-15
CCOc1ccc(N2C(=O)CC(Sc3nc(C)c4cc(OC)ccc4n3)C2=O)cc1 (stereo not given)
→ 6	9
COc1ccccc1/C=C/C(=O)c1cccs1
→ -1	-2
CSC(=NCc1c(Cl)cccc1Oc1ccccc1)NC#N
→ ·	-4
O=C(CCc1conc1-c1cccc(F)c1)NCc1ccc(F)cc1
→ -14	-5

# The results go on:
# Under each structure: mHTT CaM bind	Pf apPOL block
O=C(c1ccc(Cl)cc1)N1CCC2(CC1)Nc1ccccc1S(=O)(=O)N2
→ -6	-2
CCOC(=O)C(C)Sc1nc2c(c(=O)[nH]c(=O)n2C)n1C (stereo not given)
→ -25	2
Cc1cc(-c2csc(=S)n2Nc2ccccc2)ccc1Cl
→ ·	-14
O=C(O)Cn1nnnc1SCC(=O)Nc1ccccc1F
→ 2	-2
Cc1ccc(C)c(-c2csc(Nc3ncccn3)n2)c1
→ 2	-7
O=C(C=Cc1ccccc1)NNC(=O)c1sccc1-n1cccc1
→ ·	7
O=C1CC(N2CCOCC2)C(=O)N1c1cccc([N+](=O)[O-])c1 (stereo not given)
→ -2	-11
Oc1ccccc1C=Nc1cc(C(F)(F)F)ccc1N1CCCC1
→ 44	-3
O=C(Cn1cnc2ccccc21)N1CCN(c2cc(-c3ccccc3)ncn2)CC1
→ 12	-4
COc1ccc(C2=C/C(=C\c3cccs3)C(=O)O2)c(OC)c1
→ 7	6

# (further entries)
# Under each structure: mHTT CaM bind	Pf apPOL block
O=C(O)c1ccc(S(=O)(=O)N2CCC(Cc3ccccc3)CC2)cc1
→ 1	-12
O=c1c2cc(-c3ccccc3)sc2n(Cc2ccccc2Cl)c(=O)n1-c1ccccc1
→ ·	-8
CC1OC(=O)N(c2cc(Cl)cc(Cl)c2)C1=O (stereo not given)
→ ·	0
O=C(CSc1n[nH]c(-c2ccccc2)n1)Nc1ccccn1
→ 4&0	-5&6
CC(C)C(=O)Nc1ccc(NC(=O)c2ccc([N+](=O)[O-])cc2)cc1
→ 2	-7
CNC(=O)c1cc(NC(=O)C2CCC2)cc2nc(C)ccc12
→ 5	10
Cc1ccc(-c2nn(C)c(=O)c3ccccc23)cc1S(=O)(=O)N1CCOCC1
→ -1	-32
Cc1ccccc1OCC(=O)Nc1ccc(Cl)c(-c2nc3ncccc3o2)c1
→ 14	-5
COc1cc(C=C[N+](=O)[O-])c2c(c1Br)CCCO2
→ 13	3
O=C(c1cnccn1)N1CCC2(CC1)NC(=O)N(Cc1ccc(Cl)cc1)C2=O
→ 3	-6

# The listing continues:
# Under each structure: mHTT CaM bind	Pf apPOL block
Cc1ccccc1Cc1c(C)nc2nc(SCC(=O)NCCCN3CCCC3)nn2c1C
→ 21	-2
CCOc1ccc2nc(C)cc(Nc3cccc([N+](=O)[O-])c3)c2c1
→ 10	0
CC(C)(C)c1ccc(C(=O)Nc2ccc(O)c3c(=O)cc(-c4ccccc4Cl)oc23)cc1
→ 0	0
CCC1CN(C(=O)NCc2cccc(OC)c2)c2cc(Cl)ccc2O1 (stereo not given)
→ -24	-10
COc1ccc(NC(=O)N2CCCN(C3CCN(Cc4ccc(F)cc4)C3=O)CC2)cc1 (stereo not given)
→ 4	-5
O=C1S/C(=C\c2ccc(F)cc2)C(=O)N1CNc1ccccc1
→ 57*	-2
CN(C)Cc1c(O)ccc2c1OC(=Cc1ccco1)C2=O
→ 8	0
O=C(O)c1ccccc1-c1ncc(-c2ccccc2)o1
→ -1	-7
CSc1nnc(SCc2cc(=O)oc3cc(O)ccc23)s1
→ ·	-10
O=C(c1ccccn1)N1CCC(n2c(-c3ccc(F)cc3)nc3cccnc32)C1 (stereo not given)
→ 0	-2

# Carrying on.
# Under each structure: mHTT CaM bind	Pf apPOL block
Cc1cc(C)cc(CSCC(=O)N2CCC(C(N)=O)CC2)c1
→ -1	-2
COc1ccc(C2C(=C(O)c3ccccc3)C(=O)C(=O)N2C)c(OC)c1 (stereo not given)
→ 8	6
Cc1ccc(S(=O)(=O)N2CCSC2c2ccccc2)cc1 (stereo not given)
→ -22	-8
CCCCC1(Cc2ccccc2)C(=O)c2cccc3c4ccccc4n(c23)C1=O (stereo not given)
→ ·	10
O=[N+]([O-])c1cc([N+](=O)[O-])c2cccnc2c1Nc1cccc(C(F)(F)F)c1
→ 29	0
Cc1ccnc(N2CCC(C(=O)Nc3cccc(Br)c3)CC2)n1
→ -18	-1
CC(C)CNC(=O)c1ccc2c(c1)N(C)C(=O)CS2
→ 1	-4
COc1ccc(-c2nc(NC(C)=O)sc2-c2ccc(OC)cc2)cc1
→ 17	-3
CCOc1cc(C2CC(=O)Nc3n[nH]c(C)c32)ccc1OCC(N)=O (stereo not given)
→ -4	3
O=C1c2ccccc2C(=O)N1CN(CCCn1ccnc1)CN1C(=O)c2ccccc2C1=O
→ ·	6

# The listing continues:
# Under each structure: mHTT CaM bind	Pf apPOL block
O=C(Nc1ccccc1OCc1ccc(Cl)c(Cl)c1)c1ccco1
→ ·	-22
CC(NC(=O)c1ccco1)c1nc2ccccc2n1Cc1ccccc1Cl (stereo not given)
→ -10	0
Clc1ccc(N=NN2CCOCC2)cc1
→ ·	-6
Cc1ccc2c(S(=O)(=O)O)ccc(O)c2n1
→ 24	0
Cc1cc(C)c(OCC(=O)Nc2ccccc2[N+](=O)[O-])c(Cl)c1
→ 16	-7
O=C(Nc1ccc(F)cc1F)c1ccc(-c2cncnc2)nc1
→ 0	-1
O=C(NCCNc1ccc(C(F)(F)F)cc1[N+](=O)[O-])c1ccccc1F
→ ·	-9
COc1ccc(CC(=O)Nc2ccccc2Br)cc1
→ -3	-7
O=[N+]([O-])c1ccc(C2OC(c3ccc(Cl)cc3)OCC2O)cc1 (stereo not given)
→ 16	-3
O=[N+]([O-])c1cccc(C=Nc2ccc3nc(-c4cccc(F)c4)oc3c2)c1O
→ 1	-4

# Further entries.
# Under each structure: mHTT CaM bind	Pf apPOL block
COc1ncccc1CN(C)C(=O)c1ccccc1F
→ -4	-3
CN(c1cccc(F)c1)c1cc2c(c3c1ccn3C)C1CCC2O1 (stereo not given)
→ 93*	-5
C[C@@H]1CC=C[C@@H]2[C@H]1C(=O)N(Cc1ccccc1)[C@H]2c1cccc(Br)c1
→ 1	-9
O=C(NCc1cccnc1)c1cn2ccnc(-c3ccc(F)cc3)c2n1
→ 2	0
C=C(C)COc1cc2c(-c3cc4cccc(OC)c4o3)cc(=O)oc2cc1C
→ -4	2
N#C/C(=C\c1c[nH]c2ccccc12)c1ccc([N+](=O)[O-])cc1
→ 7	-4
CCN(CC)Cc1c(O)ccc2c(-c3cc4ccccc4oc3=O)cc(=O)oc12
→ -2	-4
O=C(c1ccccc1)N1CCCC(c2nnc(-c3ccccc3)o2)C1 (stereo not given)
→ -8	-4
COc1ccccc1C1Nc2ccccc2-c2nnc(SC)nc2O1 (stereo not given)
→ -3	-4
CC(C)N(C(=O)c1ccccc1F)C(C)C
→ 82*	-6

# Following part:
# Under each structure: mHTT CaM bind	Pf apPOL block
NC(=O)C1(N2CCCCC2)CCNCC1
→ -5	·
CC(=O)c1ccc(OC(=O)N2CCCCC2)cc1
→ -3	-10
Cc1ccc(-c2ccc(OCC(=O)NC(C)C)cc2)cc1
→ -15	-2
CNC(=O)NC1CCN(c2ccc(F)cc2)C1=O (stereo not given)
→ -7	-3
CCc1ccc(C2=CC(c3ccccc3Cl)n3nnnc3N2)cc1 (stereo not given)
→ -8	-7
COc1ccc2c(=O)c(-c3ccc(Br)cc3)coc2c1
→ -3	3
Cc1ccc(N2CCC(NS(=O)(=O)c3ccccc3F)C2=O)cc1 (stereo not given)
→ -12	1
Cc1cc(-c2nnc(NC(=O)C3CC(=O)N(c4ccc(C)c(C)c4)C3)o2)n(C)n1 (stereo not given)
→ 90*	1
COc1ccc(CNC(=O)CN(C)S(=O)(=O)c2ccc(Br)cc2)cc1
→ 0	-3
COc1ccc2oc(=N)c(-c3nc4ccccc4[nH]3)cc2c1
→ 15	0
CSc1nnc(-c2nn(C)c3c2CN(C(=O)c2ccccc2Br)CC3)n1C
→ -6	-2
CCc1ccccc1N=Cc1c(C(F)(F)F)[nH]n(-c2ccc([N+](=O)[O-])cc2)c1=O
→ 7	-1
N#C/C(=C\c1ccc(N2Cc3ccccc3C2)cc1)C(=O)NCc1ccco1
→ 23	0
